Assay outcomes: PubChem BioAssay, National Center for Advancing Translational Sciences (NCATS)
L3MBTL1 block – L3MBTL1 (human) inhibition. AlphaScreen L3MBTL1–H3K9me1 peptide binding. Potency, µM (highest dose often 57.1 µM), for the others: at the top dose activity, negative = inhibition, actives largely listed as inhibitors. 0.66% of 230,000 active; note: nearly all actives have a fitted effect of over 60% in size
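AlphaScreen proximity signal between nickel-chelate acceptor and streptavidin donor beads (final 10 ug/mL) reports binding of 50 nM L3MBTL1 to 75 nM biotin-H3 K9me1 peptide; complex incubated with compounds 30 min at room temperature; cefsulodin titration as control.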
GAA spleen mod – lysosomal alpha-glucosidase (human) modulation; P10253; human spleen homogenate, 4-MU-alpha-glucoside fluorescence; Potency, µM (doses to about 79.9 µM), without a hit: at the top dose activity change, negative = inhibition, most hits filed as inhibitors; 0.006% of 240,000 active; AID 2112;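 note: 0% = enzyme with vehicle and -100% = no enzyme basal signal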
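Human spleen homogenate (1 ug) with 4-methylumbelliferyl-alpha-D-glucopyranoside (1 mM final) in 50 mM citrate/phosphate pH 5.0, 0.01% Tween-20; 40 min at 37 C. Stopped at pH 10; 4-MU fluorescence Ex 365/Em 440 nm; AC50 by Hill fit.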
GAA inhib – alpha-glucosidase (human) inhibition. AID 1466. purified human GAA, 4-MU-alpha-glucoside fluorescence. 0.005% of 200,000 active. Potency, µM (titrated, usually from 76.9 µM), for inactives: at the top dose activity change, negative = inhibition, usual class: inhibitors. P10253;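 note: plate controls were uninhibited enzyme wells for no effect and no-enzyme background for full effect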
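Human enzyme at 4 nM with 400 uM 4-methylumbelliferyl-alpha-D-pyranoside, citrate/phosphate buffer pH 5.0, 0.005% Tween-20, 20 min at room temperature. Compounds up to 77 uM. 4-MU fluorescence (Ex 365/Em 440) read after NaOH/glycine stop; AC50 from Hill fit.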
TexasRed fluor – Texas Red fluorescence interference in TRb-SRC2 counter-screen. TRb/SRC2 Texas Red total fluorescence interference. AID 1479. 0.29% of 280,000 active. Potency, µM (highest dose often 106 µM), for the others: top-dose fluorescence change, negative = quenching; active = well fitted curve in either direction with a large enough effect; inconclusive = small, poorly fitted or top-dose-only effect
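Human TRβ ligand-binding domain (0.6 uM) and Texas Red SRC2 peptide (20 nM) in Tris buffer with 1 uM T3 and 5% DMSO were incubated with pinned compound for 5 hr at ambient temperature. Total fluorescence was computed as S + 2P (555/632 nm).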
TRb-SRC2 inh – disrupts binding of human TR beta to SRC2. TRbeta-SRC2 peptide binding, fluorescence polarization; receptor liganded with 1 µM T3. Potency, µM (titrated, usually from 106 µM), for the others: top-dose activity change, negative = inhibition, actives largely listed as inhibitors. 0.065% of 280,000 active. AID 1469;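 note: plate controls were bound peptide for no effect and peptide without receptor for full effect; nearly all actives have a fitted effect of over 50% in size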
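Fluorescence polarization of 20 nM Texas Red SRC2 peptide (20-aa NR interaction domain) bound to 0.6 uM human TRb ligand-binding domain, with 1 uM T3, after 5 hr at ambient temperature; inhibition seen as decreased polarization.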
RECQ1 helicase – blocks DNA unwinding by human RECQ1; Potency, µM (doses to about 57.3 µM), for inactives: top-dose activity, negative = inhibition, hits mostly inhibitors; RECQ1 DNA unwinding, red fluorescence kinetic read; 0.54% of 240,000 active; AID 2549;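 note: plate controls were vehicle for no effect and no enzyme for full effect; nearly all actives have a fitted effect of over 30% in size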
Target sequence (P46063 whole entry, looked up): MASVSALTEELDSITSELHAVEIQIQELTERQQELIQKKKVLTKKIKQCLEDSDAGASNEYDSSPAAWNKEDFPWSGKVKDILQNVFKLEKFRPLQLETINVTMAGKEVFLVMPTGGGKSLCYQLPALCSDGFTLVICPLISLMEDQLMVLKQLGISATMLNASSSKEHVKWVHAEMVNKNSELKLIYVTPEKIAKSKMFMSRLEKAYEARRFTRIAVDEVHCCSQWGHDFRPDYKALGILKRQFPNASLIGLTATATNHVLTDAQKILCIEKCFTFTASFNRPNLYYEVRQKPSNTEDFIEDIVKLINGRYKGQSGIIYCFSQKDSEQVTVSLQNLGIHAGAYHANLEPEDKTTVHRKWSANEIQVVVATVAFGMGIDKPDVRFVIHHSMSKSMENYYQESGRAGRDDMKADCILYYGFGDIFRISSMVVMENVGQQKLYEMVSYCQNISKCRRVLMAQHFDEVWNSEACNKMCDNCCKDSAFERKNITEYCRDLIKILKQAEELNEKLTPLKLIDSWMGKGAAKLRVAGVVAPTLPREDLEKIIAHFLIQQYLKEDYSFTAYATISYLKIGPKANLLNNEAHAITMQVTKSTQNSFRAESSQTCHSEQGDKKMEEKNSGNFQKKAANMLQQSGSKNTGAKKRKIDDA
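50 nM RECQ1T1 preincubated 15 min with compound in Tris pH 8.0 buffer with MgCl2, DTT, Tween-20 and 2.5 ug/ml poly(dI-dC); started with 200 nM TAMRA/BHQ-2 forked duplex and 2 mM ATP. Unwinding read as fluorescence (525/598 nm), two reads 2 h apart.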
RGS12 GoLoco inh – RGS12 GoLoco-Gai1 interaction inhibition; Gai1:RGS12 GoLoco peptide FP, rhodamine, 10 min; 0.44% of 230,000 active; Potency, µM (titrated, usually from 61.6 µM), inactives show at the top dose activity, negative = inhibition, actives largely listed as inhibitors; active = well fitted inhibition curve with a large enough effect, not every such curve was filed as active; inactive = no such curve, though single readings can be large or run the other way; note: nearly all actives have a fitted effect of over 30% in size; many of its hits are not listed in these tables
Target sequence (P63096 whole entry, looked up): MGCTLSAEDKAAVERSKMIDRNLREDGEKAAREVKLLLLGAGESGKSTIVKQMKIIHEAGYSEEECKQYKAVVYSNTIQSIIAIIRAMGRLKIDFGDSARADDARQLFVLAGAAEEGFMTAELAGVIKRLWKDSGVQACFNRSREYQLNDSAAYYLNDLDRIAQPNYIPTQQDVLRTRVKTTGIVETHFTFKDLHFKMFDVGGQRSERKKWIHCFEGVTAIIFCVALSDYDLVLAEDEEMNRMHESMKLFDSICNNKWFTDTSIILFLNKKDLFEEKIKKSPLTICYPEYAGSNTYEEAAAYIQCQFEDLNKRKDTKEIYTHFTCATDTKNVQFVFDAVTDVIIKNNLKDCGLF
GAA glycogen – inhibitors or activators of human alpha-glucosidase glycogen cleavage | P10253 | recombinant GAA, glycogen substrate, Amplex Red glucose oxidase fluorescence | Potency, µM (series often up to 76.4 µM), without a hit: top-dose activity change, negative = inhibition, hits mostly inhibitors | 0.38% of 300,000 active;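 note: 0% = full enzyme reaction and -100% = no-enzyme basal signal; the screen sought inhibitors and activators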
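qHTS, 1536-well; enzyme 4 nM final; cpd up to 77 uM; substrate bovine liver glycogen 30 ug; 50 mM citrate/phosphate pH 5.0, 0.01% Tween-20; 37 C, 40 min; Amplex Red detection 45 min RT; Hill fit → AC50.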
The depositor's hits bear a star; [ ] = remark or other dose. Unless noted, calls come from the whole dose curve; as a rule, active = well fitted curve in the direction sought with a large enough effect; inconclusive = small, poorly fitted or top-dose-only effect, or another doubt; inactive = no such curve, though single readings can be large; an effect the other way counts as inactive or inconclusive. Unless noted, % is set by controls: 0 for no effect and ±100 for the full control effect; potency is the fitted concentration of half-maximal effect. A portion of the library; the hit share may differ from the screen's.

`COc1ccc(N(CC(=O)O)S(=O)(=O)c2ccccc2[N+](=O)[O-])c(OC)c1` gave L3MBTL1 block -3%, GAA spleen mod -4%, GAA inhib -7%, TexasRed fluor 1%, TRb-SRC2 inh -1%, RECQ1 helicase 16%, RGS12 GoLoco inh -5% and GAA glycogen 9%.
For CC(=O)Nc1ccc(NC(=O)C(C)n2nc([N+](=O)[O-])c(Br)c2C)cc1 (stereo unspecified) the results were L3MBTL1 block 1%, GAA spleen mod -1%, GAA inhib 10%, TexasRed fluor -4%, TRb-SRC2 inh 0%, RECQ1 helicase 2%, RGS12 GoLoco inh 3% and GAA glycogen -7%.
CCOC(=O)c1cc(OC(=O)c2cccnc2)n(-c2ccccc2)n1 was read as GAA spleen mod -6%, GAA inhib -4%, TexasRed fluor -1%, TRb-SRC2 inh 3%, RECQ1 helicase -4%, RGS12 GoLoco inh 9% and GAA glycogen -5%.
CCSc1nnc(NC(=O)c2ccc(S(=O)(=O)N(C)C)cc2)s1 was read as L3MBTL1 block 5%, GAA spleen mod 5%, GAA inhib -6%, TexasRed fluor -5%, TRb-SRC2 inh -3%, RECQ1 helicase -7%, RGS12 GoLoco inh -13% and GAA glycogen 0%.
For CCCS(=O)(=O)C/C(N)=N/OC(=O)c1ccccc1Cl the results were GAA spleen mod 0%, TexasRed fluor -3%, TRb-SRC2 inh -9%, RECQ1 helicase -5%, RGS12 GoLoco inh -1% and GAA glycogen 5%.
For COc1cc(S(=O)(=O)N(Cc2cccs2)CC2CCCO2)ccc1-n1cnnn1 (stereo unspecified) the results were L3MBTL1 block -1%, GAA spleen mod 7%, GAA inhib 2%, TexasRed fluor -3%, TRb-SRC2 inh 3%, RECQ1 helicase -5%, RGS12 GoLoco inh 3% and GAA glycogen -6%.
`Cc1ccc(-c2ccc(/C=C(\C#N)C(N)=S)n2C)cc1` gave L3MBTL1 block -9%, GAA spleen mod 0%, GAA inhib -21%, TexasRed fluor -5%, TRb-SRC2 inh -7%, RECQ1 helicase 15%, RGS12 GoLoco inh 7% and GAA glycogen -11%.
Cc1cccc(C)c1OCCNC(=O)OCc1ccccc1 was read as L3MBTL1 block 31%[activator], GAA spleen mod 5%, GAA inhib 8%, TexasRed fluor 0%, TRb-SRC2 inh -4%, RECQ1 helicase inactive, RGS12 GoLoco inh 12% and GAA glycogen -7%.
For O=S(=O)(NCC1OCCc2ccccc21)c1ccccc1 (stereo unspecified) the results were GAA spleen mod -6%, GAA inhib 3%, TexasRed fluor -6%, TRb-SRC2 inh 3%, RECQ1 helicase -1%, RGS12 GoLoco inh 1% and GAA glycogen 3%.
CC(=O)NC(Cc1ccccc1)C(=O)OCC(=O)c1ccc(F)cc1 (stereo unspecified) was read as L3MBTL1 block -5%, GAA spleen mod -4%, GAA inhib 3%, TexasRed fluor -3%, TRb-SRC2 inh -1%, RECQ1 helicase inactive, RGS12 GoLoco inh 3% and GAA glycogen -12%.
`S=C1CCC(c2ccc(Br)cc2)=NN1c1ccccc1` gave L3MBTL1 block -3%, GAA spleen mod 1%, TexasRed fluor -2%, TRb-SRC2 inh 3%, RECQ1 helicase -16%, RGS12 GoLoco inh -1% and GAA glycogen 0%.
Screening COC(=O)CSc1nnc(-c2ccc(NS(=O)(=O)c3ccccc3)cc2)o1 returned L3MBTL1 block -2%, GAA spleen mod -4%, GAA inhib -3%, TexasRed fluor 0%, TRb-SRC2 inh -2%, RECQ1 helicase -6%, RGS12 GoLoco inh 6% and GAA glycogen 3%.

Part of the list above in order of heavy-atom count, lowest first.
For CCCS(=O)(=O)C/C(N)=N/OC(=O)c1ccccc1Cl the results were GAA spleen mod 0%, TexasRed fluor -3%, TRb-SRC2 inh -9%, RECQ1 helicase -5%, RGS12 GoLoco inh -1% and GAA glycogen 5%.
Cc1cccc(C)c1OCCNC(=O)OCc1ccccc1 was read as L3MBTL1 block 31%[activator], GAA spleen mod 5%, GAA inhib 8%, TexasRed fluor 0%, TRb-SRC2 inh -4%, RECQ1 helicase inactive, RGS12 GoLoco inh 12% and GAA glycogen -7%.
Screening COC(=O)CSc1nnc(-c2ccc(NS(=O)(=O)c3ccccc3)cc2)o1 returned L3MBTL1 block -2%, GAA spleen mod -4%, GAA inhib -3%, TexasRed fluor 0%, TRb-SRC2 inh -2%, RECQ1 helicase -6%, RGS12 GoLoco inh 6% and GAA glycogen 3%.

Next results.
`Cc1cc(C(=O)NCCCN2CC(C)CC(C)C2)n(-c2ccccc2)n1` (stereo unspecified) gave GAA spleen mod 1%, GAA inhib -12%, TexasRed fluor -2%, TRb-SRC2 inh 3%, RECQ1 helicase -14%, RGS12 GoLoco inh -18% and GAA glycogen 9%.
Screening O=C(O)c1ccc(S(=O)(=O)N[C@H](Cc2ccc([N+](=O)[O-])cc2)C(=O)O)cc1 returned L3MBTL1 block 7%, GAA spleen mod -4%, TexasRed fluor -3%, TRb-SRC2 inh 4% and RECQ1 helicase inactive.
O=C(Cn1ncc2c(=O)oc3ccccc3c21)N(Cc1ccco1)C1CCCCC1 was read as L3MBTL1 block -12%, GAA spleen mod -5%, GAA inhib inconclusive, TexasRed fluor -5%, TRb-SRC2 inh 0%, RECQ1 helicase 0%, RGS12 GoLoco inh 3% and GAA glycogen 3%.
CC(=O)Nc1sc(C)c(C)c1C(=O)OC(C)C was read as L3MBTL1 block -9%, GAA spleen mod -5%, GAA inhib 1%, TexasRed fluor -1%, TRb-SRC2 inh 10%, RECQ1 helicase -6%, RGS12 GoLoco inh 13% and GAA glycogen -2%.
For Cc1nn(C)cc1C(C(=O)NC1CCCCC1)N(Cc1ccc(F)cc1)C(=O)c1cnccn1 (stereo unspecified) the results were GAA spleen mod -15%, GAA inhib 5%, TexasRed fluor 1%, TRb-SRC2 inh -5%, RECQ1 helicase -1%, RGS12 GoLoco inh -4% and GAA glycogen 0%.
`COc1ccc(CNC(=O)N[C@@H](CC(C)C)C(=O)O)cc1OC` gave L3MBTL1 block 5%, GAA spleen mod 4%, TexasRed fluor -1%, TRb-SRC2 inh 2%, RECQ1 helicase -5%, RGS12 GoLoco inh 2% and GAA glycogen -9%.
For O=P(O)(O)C(O)(Cn1ccnc1)P(=O)(O)O the results were GAA spleen mod 2%, TexasRed fluor -1%, TRb-SRC2 inh 6%, RECQ1 helicase -5% and RGS12 GoLoco inh 8%.
Screening CCCOc1ccc(/C=C/C(=O)Nc2ccc([N+](=O)[O-])cc2)cc1 returned L3MBTL1 block -2%, GAA spleen mod -11%, GAA inhib -6%, TexasRed fluor -8%, TRb-SRC2 inh -6%, RECQ1 helicase -8% and GAA glycogen -3%.
For Cc1csc2nc(CNC(=O)c3ccco3)cn12 the results were L3MBTL1 block 4%, GAA spleen mod -2%, GAA inhib 7%, TexasRed fluor 2%, TRb-SRC2 inh -1%, RECQ1 helicase -3%, RGS12 GoLoco inh 8% and GAA glycogen -8%.
Screening COc1ccc(-c2[nH]ncc2CN2CCCO2)c(F)c1 returned L3MBTL1 block 3%, GAA spleen mod 3%, GAA inhib 0%, TexasRed fluor -2%, TRb-SRC2 inh -8%, RECQ1 helicase -6%, RGS12 GoLoco inh 4% and GAA glycogen 6%.
Screening O=C(c1ccc(CSCc2ccccc2F)o1)N1CCN(c2ccc(N3CCOCC3)nn2)CC1 returned L3MBTL1 block -5%, GAA spleen mod -10%, GAA inhib -3%, TexasRed fluor -3%, TRb-SRC2 inh -11%, RECQ1 helicase -2%, RGS12 GoLoco inh -2% and GAA glycogen -3%.
Screening NS(=O)(=O)c1cccc(NC(=O)c2cncc(Br)c2)c1 returned GAA spleen mod 7%, TexasRed fluor 2%, TRb-SRC2 inh 0%, RECQ1 helicase -1%, RGS12 GoLoco inh -19% and GAA glycogen -6%.
Screening COc1ccc(Br)cc1C(=O)Nc1ccc(C(=O)NCC(C)C)cc1 returned L3MBTL1 block -13%, GAA spleen mod -6%, GAA inhib -1%, TexasRed fluor -1%, TRb-SRC2 inh -7%, RECQ1 helicase 0%, RGS12 GoLoco inh -2% and GAA glycogen -15%.
COc1ccc(C(=O)NCCn2cc(SCC(=O)Nc3cc(C)on3)c3ccccc32)cc1OC was read as L3MBTL1 block -1%, GAA spleen mod -1%, GAA inhib -3%, TexasRed fluor -2%, TRb-SRC2 inh -10%, RECQ1 helicase inactive, RGS12 GoLoco inh -5% and GAA glycogen -9%.
CCC(=O)Nc1cc(=O)[nH]c2nc(-c3ccc(Cl)cc3)nn12 was read as GAA spleen mod 1%, TexasRed fluor -2%, TRb-SRC2 inh -2%, RECQ1 helicase -6%, RGS12 GoLoco inh 33%[activator] and GAA glycogen 2%.
Cc1ccc(-c2sc(-c3ccccc3)nc2CC(=O)Nc2ccccc2F)cc1 was read as L3MBTL1 block 5%, GAA spleen mod -1%, GAA inhib -1%, TexasRed fluor 6%, TRb-SRC2 inh -3%, RECQ1 helicase -6%, RGS12 GoLoco inh 3% and GAA glycogen 13%.
O=C(Cc1ncc(C(F)(F)F)cc1Cl)N1CCN(c2ccccn2)CC1 was read as L3MBTL1 block 1%, GAA spleen mod -10%, GAA inhib -3%, TexasRed fluor 1%, TRb-SRC2 inh 2%, RECQ1 helicase inactive, RGS12 GoLoco inh 0% and GAA glycogen 3%.
Screening CCCCCC(=O)Nc1cccc2ccccc12 returned GAA spleen mod -1%, GAA inhib -1%, TexasRed fluor -2%, TRb-SRC2 inh 8%, RECQ1 helicase -4%, RGS12 GoLoco inh 13% and GAA glycogen -12%.
